H37Rv inhibition – M. tuberculosis growth inhibition, HTS (AID 449762); inhibition, % at 25 µM, or IC50 in µM where a hit was titrated; M. tuberculosis H37Rv growth inhibition, 7H9 media; higher % means a stronger effect; 330,000 compounds, 0.59% hits; in the data active = a potency from the dose series; inconclusive = inhibition above about 70% without an active follow-up result;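 note: bacterial growth assessed after seven days of incubation; strong numbers were not always called active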
VEEV TC-83 Vero – inhibitors of VEEV TC-83 cytopathic effect, confirmation, Vero cells (AID 588727). one-dose inhibition, % at 20 µM; IC50 in µM for titrated hits. Vero cells, VEEV TC-83 cytopathic effect inhibition; higher % means a stronger effect. 350,000 compounds, 0.13% hits; in the data active = a potency from the dose series; inconclusive = inhibition mostly from about 14% at the one dose, without a potency; inactive = the rest, 99 in 100 with inhibition below about 12%; note: strong numbers were not always called active
PhoP GFP inhibition – Inhibition of PhoP regulon, Salmonella typhi GFP reporter cells, confirmation, 4 h (AID 1850). Salmonella Typhi PhoP-promoter GFP reporter, fluorescence, 4 h; higher % means a stronger effect. inhibition, % at 50 µM; hits with a dose series show IC50 in µM. 310,000 compounds, 0.33% hits; in the data active = a potency from the dose series; inconclusive = inhibition mostly from about 25% at the one dose, without a potency; inactive = the rest, 99 in 100 with inhibition below about 19%;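 note: 0% = induced wells with vehicle and 100% = uninduced wells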
influenza NS1A – NS1A inhibition, H1N1 influenza, cell based functional assay (AID 504329); 340,000 compounds, 0.3% hits; NS1A functional cell-based assay, percent inhibition; higher % means a stronger effect; one-dose inhibition, % at 12.5 µM; IC50 in µM for titrated hits; in the data active = a potency from the dose series; inconclusive = inhibition above about 27% without an active follow-up result; note: strong numbers were not always called active
M. tuberculosis – growth inhibition of non-replicating M. tuberculosis (AID 488890) | Mycobacterium tuberculosis non-replicating, growth inhibition; higher % means a stronger effect | 320,000 compounds, 0.39% hits | inhibition, % at 25 µM; hits with a dose series show IC50 in µM; in the data active = a potency from the dose series; inconclusive = inhibition mostly from about 82% at the one dose, without a potency; inactive = the rest, 99 in 100 with inhibition below about 76%;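 note: plate controls were DMSO cells for no effect and high antibiotic wells for full effect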
VEEV TC-83 Vero 10K pilot screen – recorded beside VEEV TC-83 Vero, whose call it bears; inhibition, %; measured here: 10K pilot screen inhibition
* marks the source's active call; other numbers are inactive results; i = inactive; ? = inconclusive; . = not tested or not shown.

SMILES | H37Rv inhibition | VEEV TC-83 Vero | PhoP GFP inhibition | influenza NS1A | M. tuberculosis | others
Clc1ccccn1 | 1.5% | i | . | -0.1% | 1.2%
C=CCOC(=O)C1=C(C)Nc2nc3ccccc3n2C1c1ccncc1 (stereo unspecified) | -1.7% | 0.1% | -3.6% | -21.4% | 8.5%
CN(Cc1ccccc1)C(=O)COC(=O)c1cc(S(=O)(=O)N(C)C)ccc1N1CCCC1 | -0.3% | 10.2% | 9.9% | 0.4% | 13.4%
O=c1cc(-c2ccccc2)[nH]c2nc3ccccc3n12 | 30.1% | 7.1% | 3.8% | 1.5% | 51.5%
NC(=O)CCCc1nc(-c2ccccc2Cl)no1 | -6.1% | i | -6.8% | -1.4% | -11.1%
COc1ccc(NC(=O)CCC(=O)NCc2ccco2)c([N+](=O)[O-])c1 | 2.7% | 1.4% | -5.9% | -9.5% | 5.1%
CN(C)S(=O)(=O)c1cccc(C(=O)Nc2cc(Cl)ccc2O)c1 | -4.2% | 3.9% | -7.0% | 0.5% | 19.6%
COc1ccc(CCNC(=O)c2ccc3nc4cc(Cl)ccc4c(=O)n3c2)cc1OC | -1.2% | i | -6.1% | 19.4% | 2.7%
C=CCN(c1ccccc1)S(=O)(=O)c1c(C)[nH]c(=O)[nH]c1=O | -11.1% | 1.3% | -2.5% | -11.2% | -1.4%
COc1ccc(OCC(=O)N/N=C(\C)CC(=O)Nc2ccc(NC(C)=O)cc2)cc1 | -2.9% | i | 6.8% | 1.2% | 3.2%
CC(=O)c1ccc(NC(=S)NCc2ccco2)cc1 | -4.0% | 0.6% | 17.6% | 0.8% | ?
CC(=O)Nc1ccc(S(=O)(=O)N[C@@H](C)C(=O)OCC(=O)c2ccc(C)cc2)cc1 | 0.6% | 1.9% | . | -5.8% | -0.2%
O=S1(=O)C=C(Sc2nnc(-c3ccccc3)o2)c2ccccc21 | ? | i | -2.7% | 4.4% | <0.1µM*
CCOC(=O)c1cnc2nc(Cc3ccccc3)[nH]n2c1=O | 1.2% | 0.2% | -1.9% | -1.9% | -9.6%
Cc1[nH]c2ccc(O)cc2c1CCN | -7.1% | 1.8% | -7.8% | 7.2% | 1.8%
Cc1ccccc1-c1nnc(-c2cccs2)o1 | -4.3% | 1.9% | 15.4% | -4.0% | 70.0%
CC(NC(=O)c1cc(S(=O)(=O)N2CCOCC2)cn1C)c1ccccc1 (stereo unspecified) | -3.9% | 0.8% | -8.6% | 26.5% | -12.8%
Cc1cc(C)n(S(=O)(=O)c2ccc3ccccc3c2)n1 | -3.6% | 1.0% | 0.7% | -5.6% | -3.9%
Cc1[nH][nH]c(=O)c1C(c1ccc(-c2cccc(C(=O)O)c2)o1)c1c(C)[nH][nH]c1=O | 0.6% | i | 1.2% | 2.8% | -7.0%
N#C[C@@H]1N(Cc2ccccc2)C(=O)[C@H]2CC3C=CC21O3 (stereo partly specified) | 5.5% | 0.1% | -31.0% | 1.2% | 6.2%
Cc1cc(NCCO)nc(-n2nc(C)cc2C)n1 | 1.6% | i | -8.9% | -3.3% | 39.2%
O=C(C[n+]1cccc(CNC(=O)c2ccc(OC(F)F)cc2)c1)c1ccccc1 | 5.0% | i | 5.5% | 3.0% | -3.1%
O=C(O)c1cccc(C(=O)O)c1Br | -8.2% | i | 8.3% | -0.7% | 12.4% | VEEV TC-83 Vero 10K pilot screen=2.2
O=C(COC(=O)c1cccc(S(=O)(=O)N2CCOCC2)c1)Nc1ncc(Cl)cc1Cl | -9.8% | 0.6% | . | -7.8% | -4.4%
[O-]c1n[n+](-c2ccc(Cl)cc2)cc2ccccc12 | -3.6% | 2.1% | -10.8% | 6.5% | 49.3%
CCOc1ccc(N(CC(=O)Nc2cccc(C)c2)S(C)(=O)=O)cc1 | 5.2% | i | 3.4% | 4.1% | -9.9%
O=C(Cc1nc2ccccc2[nH]1)c1ccc([N+](=O)[O-])cc1 | 11.6% | 0.8% | 6.8% | -7.6% | 6.2%
CC(C)NC(=O)NC(=O)COC(=O)c1ccc([N+](=O)[O-])cc1Cl | -4.7% | 0.6% | -7.2% | -1.5% | 5.2%
COc1ccc(C(=O)Nc2nc(C)c(C)s2)cc1OC | -2.0% | 7.0% | -2.6% | -4.0% | -7.7%
CCC(=O)c1ccc(N2CCN(S(=O)(=O)c3ccccc3)CC2)c(F)c1 | -7.3% | i | -1.6% | -6.8% | 4.3%

Nothing new here: entries from further up.
SMILES | H37Rv inhibition | VEEV TC-83 Vero | PhoP GFP inhibition | influenza NS1A | M. tuberculosis | others
Cc1[nH][nH]c(=O)c1C(c1ccc(-c2cccc(C(=O)O)c2)o1)c1c(C)[nH][nH]c1=O | 0.6% | i | 1.2% | 2.8% | -7.0%
N#C[C@@H]1N(Cc2ccccc2)C(=O)[C@H]2CC3C=CC21O3 (stereo partly specified) | 5.5% | 0.1% | -31.0% | 1.2% | 6.2%
Cc1cc(NCCO)nc(-n2nc(C)cc2C)n1 | 1.6% | i | -8.9% | -3.3% | 39.2%
O=C(C[n+]1cccc(CNC(=O)c2ccc(OC(F)F)cc2)c1)c1ccccc1 | 5.0% | i | 5.5% | 3.0% | -3.1%
O=C(O)c1cccc(C(=O)O)c1Br | -8.2% | i | 8.3% | -0.7% | 12.4% | VEEV TC-83 Vero 10K pilot screen=2.2
O=C(COC(=O)c1cccc(S(=O)(=O)N2CCOCC2)c1)Nc1ncc(Cl)cc1Cl | -9.8% | 0.6% | . | -7.8% | -4.4%
[O-]c1n[n+](-c2ccc(Cl)cc2)cc2ccccc12 | -3.6% | 2.1% | -10.8% | 6.5% | 49.3%
CCOc1ccc(N(CC(=O)Nc2cccc(C)c2)S(C)(=O)=O)cc1 | 5.2% | i | 3.4% | 4.1% | -9.9%
O=C(Cc1nc2ccccc2[nH]1)c1ccc([N+](=O)[O-])cc1 | 11.6% | 0.8% | 6.8% | -7.6% | 6.2%
CC(C)NC(=O)NC(=O)COC(=O)c1ccc([N+](=O)[O-])cc1Cl | -4.7% | 0.6% | -7.2% | -1.5% | 5.2%
COc1ccc(C(=O)Nc2nc(C)c(C)s2)cc1OC | -2.0% | 7.0% | -2.6% | -4.0% | -7.7%
CCC(=O)c1ccc(N2CCN(S(=O)(=O)c3ccccc3)CC2)c(F)c1 | -7.3% | i | -1.6% | -6.8% | 4.3%

Carrying on:
SMILES | H37Rv inhibition | VEEV TC-83 Vero | PhoP GFP inhibition | influenza NS1A | M. tuberculosis | others
CCOc1ccc(C(=O)NCC(=O)OCc2cc(C(C)=O)ccc2OC)cc1 | -12.2% | 0.7% | -7.5% | 3.0% | 37.1%
COC(=O)C1=C(C)NC(=O)NC1c1ccc(N2CCC(c3ccccc3)=N2)cc1 (stereo unspecified) | -5.0% | 4.8% | 7.8% | -22.4% | -2.1%
COc1ccc(OC)c(NC(=O)CSc2ccc(-c3cccnc3)nn2)c1 | -18.5% | 9.3% | -5.3% | -10.4% | -1.1%
O=C(c1ccco1)N1CCN(Cc2cccc(C(F)(F)F)c2)CC1 | -0.5% | 1.3% | -5.9% | -7.7% | 30.9%
Cc1cccc(Oc2nc3ccccn3c(=O)c2/C=C(\C#N)C(=O)NC2CCS(=O)(=O)C2)c1C (stereo unspecified) | 6.2% | 6.8% | 15.3% | 3.6% | -13.2%
N#CCc1ccc(OC(=O)c2cccnc2)cc1 | -7.0% | 2.8% | 10.1% | -1.4% | 21.1%
CC(C)CC(=O)Nc1nc2ccc(S(C)(=O)=O)cc2s1 | 5.7% | i | -7.1% | -1.8% | 7.1% | VEEV TC-83 Vero 10K pilot screen=2.5
CCn1ccnc1CN1CCC(CO)(CCOc2ccccc2)CC1 | -4.0% | 0.3% | 3.9% | -8.6% | 1.4%
O=C(c1cnccn1)N1CCN(c2ccccc2)CC1 | -16.7% | 1.9% | -1.2% | 3.6% | 18.2%
O=C(N/N=C/c1ccc2c(c1)OCO2)C1COc2ccccc2O1 (stereo unspecified) | -0.8% | i | 2.3% | -3.7% | .
O=C(CCC1CCCN(c2ncccn2)C1)NCc1ccc(F)c(F)c1 (stereo unspecified) | -2.0% | i | -17.6% | -1.9% | -20.5%
NC(=O)NC(=O)COC(=O)/C=C/c1cccc(Br)c1 | 1.3% | 2.9% | -3.7% | -5.4% | -9.2%
Cc1ccc(CNc2ccc3c(c2)ncn3C)cc1 | 5.1% | 2.2% | 18.9% | 6.3% | -3.4%
COc1ccccc1N1CCN(C(=O)c2cc(-c3ccc(Br)cc3)on2)CC1 | -3.7% | 1.4% | 1.4% | 3.2% | -2.0%
C#CCN1C(=O)S/C(=C/c2cc(C)n(CC)c2C)C1=O | -6.4% | 5.1% | -6.0% | -0.8% | 1.5%
CCN(C(=O)COC(=O)c1cc([N+](=O)[O-])ccc1N1CCCCC1)C1CCS(=O)(=O)C1 (stereo unspecified) | -1.7% | 1.1% | 2.4% | 4.1% | 1.9%
CCN(Cc1ccccc1)S(=O)(=O)c1ccc(F)cc1 | 5.5% | i | 3.3% | -14.8% | -6.9%
CCOc1ccc(N(CC)C(=O)CCNC(=O)Cn2ccc3ccccc3c2=O)cc1 | 1.4% | 1.0% | -2.1% | 5.4% | -0.3% | VEEV TC-83 Vero 10K pilot screen=0.0
O=C(CC1OC(=O)c2ccccc21)Nc1cc(Cl)ccc1N1CCOCC1 (stereo unspecified) | -6.5% | 0.9% | . | 10.0% | 5.3%
CC1(C)CC(=O)C(c2c[nH]c3ccccc23)C(=O)C1 | 3.6% | 0.7% | -2.8% | -6.2% | 37.1%
C=CCNC(=O)c1cccc2c1C(=O)c1ccc(N3CCCC3)cc1S2(=O)=O | -3.6% | 3.1% | . | 0.4% | 6.9%
C[C@@H]1CN([C@H](C)CO)C(=O)Cc2cc(NC(=O)Nc3ccccc3)ccc2O[C@@H]1CN(C)C(=O)Nc1ccc2c(c1)OCO2 | -5.0% | 0.7% | . | 7.3% | 25.2%
COc1ccc(C2NC(=O)C(C)S2)cc1 (stereo unspecified) | 5.4% | 2.0% | 1.6% | -3.7% | 23.7%
O=C(c1cc(-c2ccccc2)on1)N1CCCCCC1 | 3.5% | 1.1% | 5.8% | 10.7% | 15.6%
Cc1cc(-n2c(C)cc(C(=O)CSc3nc4ccccc4c(=O)n3Cc3ccco3)c2C)no1 | -8.0% | 6.6% | 7.7% | 11.0% | 24.3%
CC(=O)Nc1ccc(CN2CCN(CCc3ccccc3)C(CCO)C2)cc1 (stereo unspecified) | -3.1% | 0.7% | -6.4% | -3.5% | 9.3%
CCN(CC)CCN(Cc1cc2cc(C)ccc2[nH]c1=O)C(=S)NCc1ccco1 | 0.1% | 7.0% | 0.5% | 4.7% | 11.5%
COc1ccc(N(C)C(=O)C2CCCN2S(=O)(=O)c2cccc3nsnc23)c(OC)c1 (stereo unspecified) | 1.5% | i | 8.2% | 1.6% | 9.1%
O=C(N=Nc1c(O)n(Cc2ccccc2)c2ccccc12)c1cc2ccccc2cc1O | 1.2% | i | -2.0% | -0.2% | -11.0%
O=C(CSc1nnnn1C1CC2CCC1C2)Nc1ccnc2ccccc12 (stereo unspecified) | 0.5% | i | 3.1% | 4.0% | 49.4%
O=C(CCC(=O)N1CCSc2ccccc21)NCc1cccc(Br)c1 | -6.4% | 0.8% | -10.2% | -3.1% | 13.7%
Cc1ccc(NC(=O)CSc2nnc(-c3ccncc3)n2N)cc1C | -27.7% | 0.1% | 6.5% | 9.1% | -0.6% | VEEV TC-83 Vero 10K pilot screen=0.5
COc1ccc(C(=O)N2CCC(C(=O)Nc3ccc(OC)c(OC)c3)CC2)cc1 | -11.3% | 1.8% | -10.4% | -3.8% | -5.0%
COC(=O)[C@@H](Cc1c[nH]c2ccccc12)NCc1ccc(B(O)O)cc1 | . | 0.7% | . | 22.6% | .
O=C(NCCc1ccc(Cl)cc1)c1ccc2ccccc2n1 | 5.8% | i | 11.1% | -24.0% | 40.9%
CC(=O)N1CCN(C(=O)c2ccc(-c3ccccc3Cl)o2)CC1 | -7.8% | 2.4% | . | 7.0% | 5.1%
Cc1cccc(N2CCN(C(=O)c3c(Cl)cnn3C)CC2)c1C | 6.2% | 6.8% | -10.9% | 0.5% | 19.3%
COc1ccc2cc(CCNC(=O)c3ccc(S(=O)(=O)N4CCOCC4)cc3)c(=O)[nH]c2c1 | -1.6% | 9.9% | -0.3% | 8.7% | 12.8%
Cn1c(CNC(=O)c2ccccc2F)nnc1SCC(=O)NCc1ccccc1 | -12.1% | 0.6% | 1.4% | -9.9% | 24.1%

Screening data: PubChem, Southern Research Specialized Biocontainment Screening Center
